RGS4 block: inhibitors of human RGS4; B-score at 10 µM; P49798; HEK293 M3R/RGS4 inducible, Fluo-4 calcium flux; hits give high values; triggered by carbachol at its EC20; actives 0.45% (n = 310,000);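 active = B-score, a plate-corrected calcium signal, over three deviations above library mean, with baseline fluorescence within five deviations of library mean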;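 also: RGS4 expression induced by doxycycline in cells with stable M3 receptor; B-score is computed from the integrated fluorescence ratio over baseline after carbachol; higher B-score means a larger calcium signal and so more RGS4 inhibition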
TMEM16A inh: mouse TMEM16A channel inhibition, primary screen | normalized B-score (activity score, 25-100; higher = stronger inhibition) at 10 µM | HEK293 TMEM16A/YFP iodide influx fluorescence, ionomycin | Q8BHY3 | actives 1.2% (n = 310,000);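 active = ratio plate-corrected score three or more library SD toward inhibition, starting fluorescence score within five deviations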;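 also: score derived from kinetic fluorescence span divided by baseline fluorescence per well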
KCNK9 block: human KCNK9 channel inhibition; B-score at 10 µM; actives 1.2% (n = 310,000); HEK293 KCNK9, FluxOR thallium flux fluorescence; hits give low values;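 active = ratio B-score over 3 SD below the library mean, with starting fluorescence within 5 SD of its mean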;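 also: negative B-score means less thallium flux so channel inhibition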
KCNQ1 block: blocks the human KCNQ1 potassium channel; P51787; CHO-K1 KCNQ1, FluxOR thallium flux fluorescence; hits give high values; B-score at 10 µM; actives 1.3% (n = 310,000); AID 2642;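 active = compounds whose thallium flux B-score, printed positive for inhibition, exceeds three library SD while starting fluorescence stays within three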;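 also: channel opened by potassium depolarization with thallium stimulus after 20 min compound exposure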
Target sequence (P51787 whole entry, looked up): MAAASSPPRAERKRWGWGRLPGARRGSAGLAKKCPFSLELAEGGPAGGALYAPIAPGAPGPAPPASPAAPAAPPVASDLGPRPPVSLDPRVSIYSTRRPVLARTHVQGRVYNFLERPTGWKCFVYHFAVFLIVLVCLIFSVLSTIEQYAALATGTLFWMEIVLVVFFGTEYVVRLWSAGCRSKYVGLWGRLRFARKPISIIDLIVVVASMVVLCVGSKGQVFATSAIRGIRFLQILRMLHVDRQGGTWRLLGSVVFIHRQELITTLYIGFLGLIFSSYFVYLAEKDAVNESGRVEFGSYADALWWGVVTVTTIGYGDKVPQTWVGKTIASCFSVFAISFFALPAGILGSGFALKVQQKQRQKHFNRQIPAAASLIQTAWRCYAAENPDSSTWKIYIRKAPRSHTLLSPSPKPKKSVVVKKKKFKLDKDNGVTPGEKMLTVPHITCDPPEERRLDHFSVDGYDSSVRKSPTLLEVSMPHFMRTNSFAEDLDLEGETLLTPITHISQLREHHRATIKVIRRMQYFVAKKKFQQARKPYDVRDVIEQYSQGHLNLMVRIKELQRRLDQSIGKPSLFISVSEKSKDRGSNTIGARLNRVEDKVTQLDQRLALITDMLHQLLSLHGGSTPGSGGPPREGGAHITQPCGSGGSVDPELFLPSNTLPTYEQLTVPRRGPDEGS
hERG protect: compounds protecting human hERG from proarrhythmic drug block. activation (rescue from dofetilide block), less the hit threshold, % at 10 µM. AID 1511. CHO-hERG, FluxOR thallium flux, dofetilide IC70 present. actives 0.51% (n = 310,000);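 active = activation above the mean of controls blocked by dofetilide plus 5 SD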;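 also: thallium influx through hERG after potassium depolarization seen as dye fluorescence rise; in these data hits start at about 4.7%; inactives centre near -7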
HDAC3 inh: blocks human histone deacetylase 3. O15379. recombinant HDAC3, fluorogenic peptide/trypsin coupled, fluorescence. inhibition, % at 8.3 µM. actives 0.15% (n = 320,000). AID 2718; in the data active = inhibition above about 26%, passing the limit was not always enough
KCNK3 inh: human KCNK3 channel inhibition, primary screen | O14649 | CHO-KCNK3 thallium flux, FluxOR fluorescence; hits give low values | actives 0.84% (n = 340,000) | B-score at 10 µM;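 active = B-score under library mean minus 4 SD, starting fluorescence ratio at most library mean plus 5 SD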;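 also: more negative B-score means stronger inhibition of thallium flux through KCNK3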
Target sequence (O14649 whole entry, looked up): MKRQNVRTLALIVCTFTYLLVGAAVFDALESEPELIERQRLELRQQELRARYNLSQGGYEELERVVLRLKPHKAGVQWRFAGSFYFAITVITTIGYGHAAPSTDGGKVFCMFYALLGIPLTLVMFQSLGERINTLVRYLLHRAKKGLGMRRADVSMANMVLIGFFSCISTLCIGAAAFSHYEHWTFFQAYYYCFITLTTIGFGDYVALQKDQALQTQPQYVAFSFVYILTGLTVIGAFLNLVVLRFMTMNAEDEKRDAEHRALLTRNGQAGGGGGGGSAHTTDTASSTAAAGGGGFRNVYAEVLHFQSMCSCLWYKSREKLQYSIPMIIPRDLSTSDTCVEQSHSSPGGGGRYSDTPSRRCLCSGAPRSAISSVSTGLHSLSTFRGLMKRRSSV
KCNQ1 act: potentiators or activators of human KCNQ1 potassium channel. AID 2648. actives 0.35% (n = 310,000). P51787. B-score at 10 µM. CHO-K1 KCNQ1, thallium flux FluxOR fluorescence; hits give high values;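 active = fluorescence ratio B-score, a plate-corrected score, at least three library SD, with initial intensity B-score within 5 SD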
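Test system: CHO-K1 cells stably expressing KCNQ1 / Medium: assay buffer / Also added: depolarizing K+/Tl+ stimulus, K2SO4 and Tl2SO4 each 12.5 mM in 5x stock / Incubation: 90 min dye loading and 20 min compound exposure, both at room temperature / Signal: thallium influx via FluxOR fluorescence, kinetic imaging / Evaluation: B score of baseline-normalized fluorescence ratio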
SKKanGAS inh: inhibitors of SKKanGAS S. pyogenes growth in kanamycin (SK-promoter or general growth effect); AID 1662; BacTiter-Glo, 6 h; inhibition, % at 7.5 µM; actives 1.3% (n = 300,000);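 active = mean replicate score, as percent of positive control median, at least 50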;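 also: strain carries kanamycin resistance gene driven by streptokinase promoter and grows in 40 µg/ml kanamycin; loss of luminescence reflects streptokinase promoter inhibition or plain growth inhibition; 0% = median of DMSO wells and 100% = positive control at its reference dose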
RGS4 pot: potentiators or activators of RGS4; HEK293 M3R/inducible RGS4, carbachol calcium flux Fluo4; hits give low values; B-score at 10 µM; actives 0.92% (n = 310,000); AID 463111;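 active = B-score of the integrated calcium signal more than 4 SD below the library mean, with starting fluorescence not abnormally high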;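 also: negative B-score means reduced calcium response which marks RGS4 activation or potentiation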
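Detection: kinetic calcium fluorescence imaging with Fluo4-AM dye, 2 µM / Material: HEK293 cells with stable M3R and inducible RGS4 / Schedule: recording 10 s baseline at 1 Hz, 100 s post-agonist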
TMEM16A act: activates or potentiates the mouse TMEM16A chloride channel. Q8BHY3. B-score at 10 µM. actives 0.3% (n = 340,000). HEK293 TMEM16A/YFP-H148Q/I152L, iodide quench fluorescence; hits give low values;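 active = fluorescence-ratio B-score plate-corrected deviation score at least 3 library SD below zero, with starting fluorescence score within 5 deviations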;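 also: channel opened by trigger with iodide after compound preincubation; score built on the fluorescence ratio of max minus min over baseline; more negative score means more quench and so TMEM16A activation or potentiation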
* = called active by the depositor; i = inactive; x = not tested or not shown.

The line under a structure holds: RGS4 block | TMEM16A inh | KCNK9 block | KCNQ1 block | hERG protect | HDAC3 inh | KCNK3 inh | KCNQ1 act | SKKanGAS inh | RGS4 pot | TMEM16A act
- Cc1cc(C(=O)Nc2ccc3c(c2)OCCO3)ccc1[N+](=O)[O-]
 : i | i | i | i | -4.6 | 4.4 | i | i | 4.7 | i | i
- CC(N=c1ccccn1C(=O)Nc1ccc(Cl)cc1)c1ccco1 (configuration not stated)
 : i | i | i | 10* | -6.7 | -4.8 | x | i | -2.1 | i | x
- O=C(NNC(=O)c1cc(-c2ccccc2)nn1-c1ccccc1)c1ccccc1
 : i | i | i | i | 3.6 | 1.7 | i | i | -7.6 | i | i
- CSc1nc2nc3c(cn2n1)C(=O)CC(c1ccccc1)C3 (configuration not stated)
 : i | i | i | i | -7.3 | -1.6 | i | i | -8.4 | i | i
- O=C(Nc1cccc(C(=O)N2CCCC2)c1)c1ccccc1Cl
 : i | i | i | i | -7.5 | 0.4 | i | i | 3.0 | i | i
- COCc1cc(N2CCN(c3ccccc3F)CC2)nc(-c2ccccc2)n1
 : i | i | i | 6* | -3.5 | 3.5 | i | i | -28.8 | i | i
- CCC(C)N(C)C1CCN(C(=S)Nc2cccc(OC)c2)CC1 (configuration not stated)
 : i | i | i | i | -14.3 | -4.2 | i | i | 0.5 | i | i
- O=C(COc1ccc2c3c(c(=O)oc2c1)CCCC3)NCCCN1CCOCC1
 : i | i | i | i | -9.3 | -17.2 | i | i | 0.2 | i | i
- COc1ccccc1/C=N/NC(=O)CSc1ccc2ccccc2n1
 : i | i | i | i | -6.6 | 1.1 | -11.1* | i | 1.4 | i | i
- CC(=O)OC1COC(n2ccc3cc([N+](=O)[O-])ccc32)C(OC(C)=O)C1OC(C)=O (configuration not stated)
 : i | i | i | i | -6.0 | 3.8 | i | i | -0.2 | i | i
- O=C(CCCN1C(=O)C(c2ccccc2)Oc2cccnc21)Nc1cccc(F)c1 (configuration not stated)
 : i | i | i | i | -8.0 | 1.3 | i | i | 2.0 | i | i
- CC(C)(C)c1ccc(Cn2c(=O)cnc3ccccc32)cc1
 : i | i | i | i | -13.2 | -0.7 | i | i | -0.3 | i | i
- COc1ccc(C(C)=O)cc1COc1cccnc1[N+](=O)[O-]
 : i | i | i | i | -10.3 | 1.3 | i | i | -7.8 | i | i
- C=CCN1C(=O)C2(OCCCO2)c2ccccc21
 : i | i | i | i | -2.3 | 1.1 | i | i | 2.1 | i | i
- CCOC(=O)N1CCC(NC(=O)c2cc3c(=O)[nH]c4ccccc4c3n2C)CC1
 : i | i | i | i | -17.4 | 1.2 | i | i | -10.9 | i | i

(list continues)
The line under a structure holds: RGS4 block | TMEM16A inh | KCNK9 block | KCNQ1 block | hERG protect | HDAC3 inh | KCNK3 inh | KCNQ1 act | SKKanGAS inh | RGS4 pot | TMEM16A act
- O=C(O)CC1(c2ccc(F)cc2)C2CC3CC(C2)CC1C3 (configuration not stated)
 : i | i | i | i | -0.3 | -0.9 | i | i | 14.7 | i | i
- COc1ccc2nc(N/C(N)=N/S(C)(=O)=O)nc(C)c2c1
 : i | i | i | i | -13.2 | -23.5 | i | i | -3.7 | i | i
- Cc1cccc(-n2cnc3cc([N+](=O)[O-])ccc32)c1
 : i | i | i | i | -4.9 | -6.2 | i | i | 0.8 | i | i
- NC(=O)c1ccccc1NS(=O)(=O)c1cccs1
 : i | i | i | i | -4.8 | -3.6 | i | i | 0.8 | i | i
- COc1cccc(CNc2nc3nc(C)c(Cl)c(=O)n3[nH]2)c1
 : i | i | i | i | -5.1 | 0.8 | i | i | -7.1 | i | i
- COCCCN1C(=O)N(c2ccccc2)C(=O)C1CC(=O)Nc1ccccc1 (configuration not stated)
 : i | i | i | i | -0.8 | 0.7 | i | i | 0.5 | i | i
- COC(C(=O)N/N=C(\C)c1ccc(C)cc1)c1ccccc1 (configuration not stated)
 : i | i | i | i | -4.7 | 6.1 | i | i | -2.4 | i | i
- COc1ccc(/C=C/C(=O)Oc2cccc(/C=N/NC(=O)Cc3ccc(Br)cc3)c2)cc1
 : i | i | i | i | -4.3 | -6.9 | i | i | 8.7 | i | i
- Cc1cc(Br)ccc1OCC(=O)NNC(=O)c1ccc(NC(=O)C2CC2)cc1
 : i | i | i | i | -6.7 | 6.8 | i | i | 5.4 | i | i
- Cc1cccc(/N=C/c2c(O)ccc3oc4c(c23)CCCC4)n1
 : i | i | i | i | -4.2 | 2.5 | i | i | 6.7 | i | i
- COC(=O)c1ccc(CSc2nc3c(c(=O)n2-c2ccc(F)cc2)SCC3)o1
 : i | i | i | i | -0.6 | 8.7 | i | i | 6.3 | i | i
- NS(=O)(=O)c1ccc(CCNC(=O)Cc2c[nH]c3ccccc23)cc1
 : i | i | i | i | -8.2 | -18.0 | i | i | -0.3 | i | i
- CC1c2cc3c(cc2CCN1C(=O)c1ccc(C(F)(F)F)cc1)OCCCO3 (configuration not stated)
 : i | i | -6.91* | i | -17.3 | 3.4 | i | i | -2.3 | i | i
- Cc1cn2c(nc1=O)OC1C(O)C(COC(=O)c3ccccc3)OC12 (configuration not stated)
 : i | i | i | i | 5.0* | x | i | i | -8.0 | i | i
- COc1ccc(/C=C(/NC(=O)c2ccccc2)C(=O)N2CCCC2)cc1OC
 : i | i | i | i | -14.3 | 8.6 | i | i | -7.6 | i | i

Printed as active in KCNK9 block (from the list above):
Molecule | RGS4 block | KCNK9 block | KCNQ1 block | HDAC3 inh | KCNK3 inh | TMEM16A act
CC1c2cc3c(cc2CCN1C(=O)c1ccc(C(F)(F)F)cc1)OCCCO3 (configuration not stated) | i | -6.91* | i | 3.4 | i | i

(cont.)
The line under a structure holds: RGS4 block | TMEM16A inh | KCNK9 block | KCNQ1 block | hERG protect | HDAC3 inh | KCNK3 inh | KCNQ1 act | SKKanGAS inh | RGS4 pot | TMEM16A act
- Cc1nc([N+](=O)[O-])c(Sc2nc3ccc([N+](=O)[O-])cc3[nH]2)n1Cc1ccccc1
 : i | i | i | i | -9.9 | 5.4 | i | i | 4.9 | i | i
- C#CCSc1nccc(-c2nn(-c3ccc(C)cc3)ccc2=O)n1
 : i | i | i | i | 1.9 | -6.4 | i | i | -5.5 | i | i
- COc1ccc(-n2c(C)cc(-c3cn4cccc(C)c4n3)c2C)cc1
 : i | i | i | i | -14.4 | 1.4 | i | i | 2.6 | i | i
- CSc1nc(C)c2c(n1)N(c1cccc(C)c1)CC2
 : i | i | i | i | -7.6 | -2.0 | i | i | 10.8 | i | i
- C=CCn1c(CC(=O)OC)csc1=Nc1ccc(C(C)=O)cc1
 : i | i | i | i | -1.6 | 1.0 | i | i | -1.2 | i | i
- NCC(=O)NCC(=O)OCc1ccccc1
 : i | i | i | i | -8.6 | 5.1 | i | i | -1.0 | i | i
- COc1cccc(/C=N/Nc2nnc(C)n2N)c1OCc1ccccc1Cl
 : i | i | i | i | -2.1 | 1.7 | i | i | 0.1 | i | i
- CC1CCCCN1CCNC(=O)c1ccc2c(=O)n(Cc3ccc(Cl)cc3)c(=S)[nH]c2c1 (configuration not stated)
 : i | i | i | i | -27.0 | -0.9 | i | i | 37.5 | i | i
- COc1ccc(N(CC(=O)Nc2cccc(SC)c2)S(C)(=O)=O)cc1Cl
 : i | i | i | i | -5.7 | 9.9 | i | i | -1.6 | i | i
- O=[N+]([O-])c1ccc(Cl)cc1N1CCCCC1
 : i | i | i | i | -3.9 | -2.3 | i | i | -2.7 | i | i
- C=CCOc1ccc(Cl)cc1C(=O)O
 : i | i | i | i | -7.2 | 1.2 | i | i | 9.0 | i | i
- Cn1c(CNc2cccc(C(F)(F)F)c2)n[nH]c1=S
 : i | i | i | i | -3.2 | -3.3 | i | i | -2.5 | i | i
- COCCCN1C(=O)C(=O)/C(=C(/O)c2ccc(OC(C)C)cc2)C1c1cccnc1 (configuration not stated)
 : i | i | i | i | -12.1 | 8.8 | i | i | 2.5 | i | i
- COc1ccccc1CN(C)C(=O)C(NC(=O)Cc1cccc2ccccc12)C(C)C (configuration not stated)
 : i | i | i | i | -14.4 | 5.3 | i | i | -2.6 | i | i
- CCCCNC(=O)C1CC(c2c(Cl)cccc2Cl)=NO1 (configuration not stated)
 : i | i | i | i | -8.6 | 0.7 | i | i | 1.2 | i | i

Carrying on:
The line under a structure holds: RGS4 block | TMEM16A inh | KCNK9 block | KCNQ1 block | hERG protect | HDAC3 inh | KCNK3 inh | KCNQ1 act | SKKanGAS inh | RGS4 pot | TMEM16A act
- Cc1ccc(NC(=O)Cn2nc(C(F)(F)F)c3c2CCC3)cc1
 : i | i | i | i | -3.1 | 7.7 | i | i | 4.0 | i | i
- CO/N=C/C(=N\Nc1ccc(C)cc1)C(=O)c1ccc(OC)cc1
 : i | i | i | i | -3.9 | 2.1 | i | i | 10.9 | i | i
- O=S(=O)(NCC1CCN(S(=O)(=O)c2ccccc2)CC1)c1ccccc1
 : i | i | i | i | -8.4 | x | i | i | 5.0 | i | i
- c1ccc(-c2cccs2)nc1
 : i | i | i | i | -3.1 | -7.5 | i | i | -0.6 | i | i
- Cc1ccc2cccc(NC(=S)NC(=O)c3ccccc3)c2n1
 : i | i | i | i | -10.9 | -0.3 | i | i | 19.7 | i | i
- O=C(CSc1nnnn1-c1ccccc1)NCc1ccco1
 : i | i | i | i | -2.2 | -6.2 | i | i | -5.7 | i | i
- CCCc1[nH]nc2c1C(c1ccc(Br)s1)C(C#N)=C(N)O2 (configuration not stated)
 : i | i | i | i | -6.9 | 1.1 | i | i | 1.9 | i | i
- COc1cc(/C=N/N2CCN(c3ccc(Cl)cc3)CC2)cc(OC)c1OC(C)=O
 : i | i | i | i | 2.1 | -1.4 | i | i | 0.6 | i | i
- S=C(NCCc1ccncc1)Nc1ccccc1
 : i | i | i | i | -7.1 | 1.0 | i | i | -4.6 | i | i
- O=C(CCC(=O)NNC(=O)c1ccc([N+](=O)[O-])cc1)NCc1ccccc1
 : i | i | i | i | -5.2 | -4.2 | i | i | -1.4 | i | i
- O=C(NC(=S)NCCN1CCOCC1)c1ccccc1Br
 : i | i | i | i | -6.7 | -5.1 | i | i | 6.1 | i | i
- CCOC(=O)C1=C(COC(=O)c2cc(OC)c(OC)c(OC)c2)NC(=O)NC1C (configuration not stated)
 : i | i | i | i | -18.8 | 0.1 | i | i | -6.6 | i | i
- COC(=O)COc1ccc(C2Nc3c(Cl)ccc(C(=O)O)c3C3C=CCC32)cc1 (configuration not stated)
 : i | i | i | i | -8.2 | 3.1 | i | i | 5.3 | i | i

High-throughput results (PubChem)
